Compound activity deposited in PubChem BioAssay by National Center for Advancing Translational Sciences (NCATS).
HepG2 tox = qHTS for Inhibitors of TGF-b: Cytotox Counterscreen. Potency, µM (highest dose often 46.1 µM), without a hit: at the top dose activity change, negative = cytotoxicity, usual class: cytotoxic. actives 0.76% (n = 410,000). HepG2 CAGA-GFP viability, ATP luminescence, 18 h. AID 588856, 2011; note: potency is the fitted concentration of half-maximal effect; some results filed as inactive show a strong effect at the top dose
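HepG2 CAGA-GFP cells (1000/well, DMEM with 1% FBS) received compound, then TGF-beta at 500 pg/mL final, and were incubated 18 hours at 37 degrees C. Viability was read by CellTiter-Glo luminescence. Media-only wells were set as complete cell-killing and DMSO as no toxicity.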
MCF10A rereplic = A quantitative high throughput screen for small molecules that induce DNA re-replication in MCF 10a normal breast cells | MCF 10A DNA re-replication, Hoechst nuclear intensity, 48 h | Potency, µM (top dose mostly 46.1 µM), for the others: at the highest dose activity, positive = re-replication, most hits filed as activators | actives 2.9% (n = 350,000); note: potency is the fitted concentration of half-maximal effect; % of control where 0% means no effect; nearly all actives have a fitted effect of over 50% in size
S2 tox = Viability Counterscreen for Primary qHTS for Inhibitors of ATXN expression. Potency, µM (top dose mostly 56.7 µM), usual class: cytotoxic. actives 0.49% (n = 400,000). S2 cells (HEK-293 line with an ATXN2-luciferase reporter) viability, CellTiter-Fluor protease fluorescence, 24 h; note: potency is the fitted concentration of half-maximal effect; nearly all actives have a fitted effect of over 40% in size
IL-1B inflam inh = qHTS for Inhibitors of Inflammasome Signaling: IL-1-beta AlphaLISA Primary Screen; THP-1 LPS/ATP IL-1B secretion, AlphaLISA, 16 h; active compounds read low; activity change, % at 57.5 µM; actives 4.7% (n = 360,000); AID 743279, 2014; in the data active = activity change below about -50%; inconclusive = mostly about -30% to -49%; note: % is set by controls: 0 for no effect and ±100 for the full control effect
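Secreted IL-1B measured by AlphaLISA bead assay after 16 h compound exposure of THP-1 cells; compounds (final up to 57.5 uM) added 1 h before LPS (250 ng/mL) and ATP (1.25 mM) stimulation; lower signal means less secretion.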
HT1080NT lethal = qHTS for induction of synthetic lethality in tumor cells producing 2HG: qHTS for the HT-1080-NT fibrosarcoma cell line; HT-1080-NT fibrosarcoma viability, CellTiter-Glo ATP luminescence, 48 h; Potency, µM (highest dose often 46.1 µM), for inactives: at the top dose activity, negative = less viability, actives largely listed as cytotoxic; actives 1.6% (n = 360,000);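 note: NT is the 2HG producing partner of a matched IDH1 knockdown line; potency is the fitted concentration of half-maximal effect; 0% = DMSO-treated cells and -100% = media-only wells without cells; nearly all actives have a fitted effect of over 55% in size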
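Viability of the 2HG-overproducing fibrosarcoma line after 48 hours of compound exposure at 37 degrees C was determined by luminescence with CellTiter-Glo, and concentration-effect curves were then fitted and categorized.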
KB-3-1 tox = qHTS assay for MDR1-selective chemotherapeutics: Primary screen using the parental adenocarcinoma cell KB-3-1. KB-3-1 viability, CellTiter-Glo ATP luminescence, 72 h. Potency, µM (doses to about 46.1 µM), for inactives: at the top dose activity change, negative = cytotoxic, most hits filed as cytotoxic. actives 1.4% (n = 400,000). AID 1347075, 2019; note: potency is the fitted concentration of half-maximal effect; % is set by controls: 0 for no effect and ±100 for the full control effect; nearly all actives have a fitted effect of over 60% in size
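Multi-concentration cytotoxicity screen in KB-3-1 cells grown in DMEM lacking phenol red with 10% FBS. After 72 h at 37 °C with compound, ATP-dependent luminescence was recorded.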
ATXN2 expr inh = Primary qHTS for Inhibitors of ATXN expression | HEK-293 ATXN2-luciferase reporter, luminescence, 24 h | Potency, µM (titrated, usually from 57 µM), inactives show top-dose activity change, negative = inhibition, actives largely listed as inhibitors | actives 0.72% (n = 360,000); note: potency is the fitted concentration of half-maximal effect; % is set by controls: 0 for no effect and ±100 for the full control effect; nearly all actives have a fitted effect of over 55% in size
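ATXN2-luciferase reporter cells (luciferase flanked by upstream and downstream ATXN2 gene portions) were treated 24 h at 37 °C with compounds at up to 57 uM. SteadyGlo luminescence gave expression; GF-AFC fluorescence gave viability.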
HT1080 IDH1KD tx = qHTS for induction of synthetic lethality in tumor cells producing 2HG: qHTS for the HT-1080-IDH1KD cell line. Potency, µM (titrated, usually from 46.1 µM), for the others: at the highest dose activity, negative = toxicity, actives largely listed as cytotoxic. actives 2% (n = 360,000). HT-1080 IDH1 knockdown viability, ATP luminescence, 48 h;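 note: potency is the fitted concentration of half-maximal effect; 0% = DMSO wells and -100% = cell-free medium wells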
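Using the IDH1-knockdown HT-1080 line run in the same batch and compound series as the NT line, viability after 48 h at 37 °C was determined by CellTiter-Glo luminescence and expressed as % activity.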
SW480 rerep = A quantitative high throughput screen for small molecules that induce DNA re-replication in SW480 colon adenocarcinoma cells; SW480 DNA re-replication, Hoechst DNA content imaging, 48 h; Potency, µM (top dose mostly 46.1 µM), for inactives: top-dose re-replication activation, usual class: activators; actives 1.8% (n = 340,000); AID 624297, 2012; note: potency is the fitted concentration of half-maximal effect; % of control where 0% means no effect; nearly all actives have a fitted effect of over 55% in size
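Cells (250 per well) received 23 nL compound or DMSO by pin tool and were kept 48 hr at 37 C, 5% CO2. Nuclei were then stained with Hoechst for 40 min and scanned for DNA content.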
The depositor's hits bear a star; i = inactive; ? = inconclusive; . = no result given; [ ] = another dose, or the depositor's remark. Unless noted, calls come from the whole dose curve; as a rule, active = well fitted curve in the direction sought with a large enough effect; inconclusive = small, poorly fitted or top-dose-only effect, or another doubt; inactive = no such curve, though single readings can be large; an effect the other way counts as inactive or inconclusive.

SMILES	HepG2 tox	MCF10A rereplic	S2 tox	IL-1B inflam inh	HT1080NT lethal	KB-3-1 tox	ATXN2 expr inh	HT1080 IDH1KD tx	SW480 rerep
Cc1cc(C)n(CC(=O)N2CCCC(N3CCN(c4ccc(F)cc4)CC3)C2)n1 (configuration not stated)	-73%	?	i	-1	0%	.	-10%	-3%	10%
O=C1CN(c2nc3ccccc3n3cnnc23)CC(=O)N1CCc1ccccc1	2%	-5%	?	14	26%	11%	-8%	21%	-25%
Cc1ccc(OCC(=O)N2CCC(C)CC2)c([N+](=O)[O-])n1	3%	1%	i	7	3%	2%	7%	6%	-6%
CCOC(=O)N1CCN=C1SCc1ccc(C(F)(F)F)cc1	1%	6%	i	-82*	-21%	1%	-30%	-3%	-2%
CC1CN(C(=O)Nc2cccc(C(F)(F)F)c2)CC(C)O1 (configuration not stated)	-5%	10%	i	45	0%	17%	-22%	2%	4%
O=C1c2ccccc2C(=O)N1Nc1ccccc1	-11%	?	i	-4	?	-22%	-8%	-10%	3%
COCCNC(=O)C(C)OC(=O)c1cc2sccc2n1C (configuration not stated)	8%	-7%	i	-6	9%	18%	4%	4%	-14%
Cc1ccc(NC(=O)C2=CC(c3ccc4c(c3)OCO4)=NS(=O)(=O)N2C)cc1	-13%	.	i	.	.	9%	7%	.	.
CCOc1ccc(N(Cc2ccccc2)C(=O)c2nc(SC)ncc2Cl)cc1	-30%	.	i	.	.	?	?	.	.
S=C1NCN(Cc2ccccc2)CN1C1CCCCC1	-36%	-7%	i	?	-7%	-1%	4%	-1%	3%
O=C(COC(=O)CCCOc1ccccc1)NNC(=O)c1ccc([N+](=O)[O-])cc1	-1%	1%	i	4	5%	9%	-5%	0%	-4%
CC1(C)Cc2nc3oc4c(NCc5ccccc5)ncnc4c3cc2CO1	-33%	20%	i	69	1%	?	-6%	-22%	-1%
O=C(c1cc2ccccc2oc1=O)N1CCN(Cc2ccc3c(c2)OCO3)CC1	14%	-1%	i	-12	6%	-5%	1%	-4%	-9%
Cc1ccc(-n2c(-c3ccccc3)c[nH]c2=S)cc1	-28%	5%	i	17	-20%	?	-25%	-9%	-3%
Cc1cccc(C)c1NC(=O)COC(=O)CN1C(=O)C2CCCCC2C1=O (configuration not stated)	-10%	10%	i	21	6%	1%	.	2%	-4%
Cc1cc([N+](=O)[O-])ccc1NC(=O)c1sc2ncn(CC(=O)N3CCOCC3)c(=O)c2c1C	-22%	7%	i	42	-5%	1%	-4%	15%	-31%[inhibitor]
COc1cccc(OC)c1C(=O)Nc1ccc2nc(C)c(C)nc2c1	22%	8%	i	22	8%	2%	.	12%	-2%
CC(=O)N/C(=C\c1ccccc1)C(=O)OCC(=O)NC(C)C12CC3CC(CC(C3)C1)C2 (configuration not stated)	-2%	10%	?	?	-5%	3%	-20%	-20%	-4%
Cc1nc(Sc2ccccc2)c(C#N)cc1-c1ccccc1	-5%	21%	i	-5	11%	1%	23%	-6%	-3%
O=C(c1ccccc1)N1CCN(C(=O)c2nn3c(C(F)(F)F)cc(-c4ccco4)nc3c2Br)CC1	-7%	1%	i	-65*	13%	-4%	-9%	-3%	-12%
COc1ccc(CC(N)c2csc(NC(=O)C(c3ccccc3)c3ccccc3)n2)cc1 (configuration not stated)	11µM*	.	?	-52*	?	?	?	21µM*	.
CN(C)S(=O)(=O)c1ccc(N2CCCC2=O)c([N+](=O)[O-])c1	5%	-1%	i	3	21%	1%	30%	19%	2%
COc1ccc(CC(NC(C)=O)C(=O)N2CCN(C(=O)Nc3cccc(Cl)c3)CC2)cc1OC (configuration not stated)	5%	1%	i	1	3%	24%	0%	-4%[9.24 µM]	-6%
O=C(Nc1nnc(C2=COCCO2)o1)c1cccc(F)c1	-15%	8%	i	-1	-11%	-8%	3%	-29%	26%
CCC(C(=O)Nc1nc(C)c(C)s1)c1ccccc1 (configuration not stated)	-6%	24%	i	28	-29%	-6%	-6%	-10%	?
COc1ccc(C)cc1NC(=O)c1cc(S(=O)(=O)N2CCC(C)CC2)ccc1F	-16%	.	?	.	.	0%	-2%	.	.
CS(=O)(=O)N1CCC(C(=O)NCc2ccc(F)cc2Cl)CC1	11%	?	i	-9	4%	-8%	0%	4%	-24%
O=C(Nc1cc(S(=O)(=O)Nc2ccc(Cl)cc2)ccc1N1CCCCC1)c1ccc(F)cc1	-69%	?	?	-66*	?	-8%	?	?	?
COc1ccccc1N1CCN(C(CNS(=O)(=O)c2ccccc2)c2cccnc2)CC1 (configuration not stated)	-1%	4%	i	14	-2%	0%	7%	-5%	-2%[9.22 µM]
CC(C)CCn1c(SCC(=O)NC2CCS(=O)(=O)C2)nc2cc(Cl)ccc2c1=O (configuration not stated)	-2%	1%	i	-18	9%	21%	-25%	1%	-323%[inhibitor]
CCn1c(CC(=O)Nc2ccc(Cl)c(Cl)c2)nnc1SCc1ccc(C)cc1	10%	-7%	?	-14	1%	14%	4%	3%	-7%
O=C(Nc1cccc([N+](=O)[O-])c1)c1ccc2snnc2c1	10%	-5%	i	-11	21%	-14%	-8%	10%	9%
O=C(O)c1ccccc1NS(=O)(=O)c1ccc(NN=Cc2ccccc2F)c([N+](=O)[O-])c1	-8%	-1%	i	-7	-3%	15%	-5%	0%	-3%
CS(=O)(=O)Nc1ccc(-c2cn3c(n2)SCC3)cc1	5%	2%	i	5	8%	-5%	25%	19%	0%
Cc1c(Br)cnn1C(C)C(=O)N1CCN(c2ccc(F)cc2)CC1 (configuration not stated)	-2%	25%	i	-8	-5%	-2%	-10%	-3%	-2%
C/C=C/C(=O)N1c2ccc(C)cc2C(C)=CC1(C)C	-7%	9%	i	25	-2%	-11%	.	0%	3%
CCOC(=O)c1cnc(-n2nc(C)cc2C)nc1Oc1ccc(C(=O)OC)cc1	8%	22%	i	27	18%	20%	-1%	12%	-88%[inhibitor]
CCOc1ccc(C2c3c(oc4ccc(C)cc4c3=O)C(=O)N2CCCN2CCOCC2)cc1 (configuration not stated)	2%	.	i	.	.	-9%	1%	.	.
CCOC(=O)c1sc(NC(=O)c2nc(SCC)ncc2Cl)c(C(=O)OCC)c1C	1%	.	i	.	.	-8%	-9%	.	.
Cc1nnc(SCC(=O)Nc2nonc2C)s1	5%	1%	i	21	0%	13%	-1%	2%	-9%
COCCNC(=O)c1ccc2nc(Cc3ccc(OC)c(OC)c3)oc2c1	15%	3.3µM*	?	4	7%	6%	34%[activator]	15%	-33%[inhibitor]
COc1ccccc1OCC(=O)N1CCN(C(=O)c2ccco2)CC1	-2%	-5%	i	8	-2%	19%	-4%	-11%	-4%
CC(N)c1csc(Nc2ccc(S(C)(=O)=O)cc2)n1 (configuration not stated)	3%	.	i	-3	7%	0%	13%	0%	.
CCN(CC)S(=O)(=O)c1ccc(N2CCOCC2)c(NS(=O)(=O)c2ccc(Cl)s2)c1	-21%	.	i	17	-3%	5%	.	-1%	.
COC(=O)C(C)NC(=O)CNS(=O)(=O)c1ccc(F)cc1 (configuration not stated)	-11%	-2%	i	23	0%	-2%	6%	2%	26%
CSc1ncc(Cl)c(C(=O)Nc2c(C(=O)c3ccc(C)cc3)oc3ccccc23)n1	-13%	.	i	.	.	13%	7%	.	.
O=C(CSc1nccc(-c2cccs2)n1)Nc1ccc(F)c(Cl)c1	-46%	?	i	1	2%	-1%	.	4%	6%
CC(Sc1nc2ccccc2[nH]1)C(=O)O (configuration not stated)	1%	-2%	i	6	7%	-4%	0%	10%	-6%
Nc1ccc(-c2nnnn2-c2ccc(N)cc2)cc1	0%	-13%	i	?	1%	3%	0%	2%	1%
O=C(CSc1ccc(Cl)cc1)NC(=O)NC1CCCC1	0%	3%	i	-28	-12%	-5%	-3%	-20%	-2%
C[C@@H]1CN([C@@H](C)CO)C(=O)Cc2cc(NS(=O)(=O)c3ccccc3)ccc2O[C@H]1CN(C)Cc1ccncc1	-18%	-8%	i	76	1%	14%	5%	3%	-81%[inhibitor][9.22 µM]
CCC1Oc2ccc(C)cc2N(CC(=O)NCCc2ccc(OC)c(OC)c2)C1=O (configuration not stated)	-1%	0%	i	0	-1%	-3%	-5%	-1%	1%
CC(NC(=O)Cn1nc(C(=O)O)c2ccccc2c1=O)c1ccccc1 (configuration not stated)	-3%	4%	i	-3	10%	6%	10%	3%	-2%
